From PubChem BioAssay
KLF5 inh: kruppel-like factor 5 inhibition; AID 1700; DLD-1 KLF5 promoter-luciferase reporter, luminescence; 0.23% of 290,000 active; inhibition, % at 5 µM;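 active = inhibition above a per-plate limit of that plate's mean compound inhibition plus 3 SD, cut at about 60% in these data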;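 also: 0% = DMSO wells and 100% = LY294002 at 200 µM; higher means less KLF5 promoter-driven luciferase light; inactives centre near -14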
Platelet DG rel: platelet dense granule release activity | AID 1663 | 0.22% of 300,000 active | human platelet-rich plasma, SFLLRN dense granule ATP release, luminescence | inhibition, %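 (compounds screened at 7.5 µM in platelet-rich plasma)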;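 active = mean replicate score, as percent of positive control, at or above 50; inconclusive = mean below 50 but at least one replicate at or above 50; inactive = mean and every replicate below 50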
AI-2 QS modul: modulates the Vibrio harveyi AI-2 quorum sensing system; Vibrio harveyi JMH597 AI-2 luminescence/OD600 ratio, 9 h; stronger effect = lower value; strain lacks LuxN and CqsS sensors; 0 = neutral-control median; activity change, % at 7.5 µM; 0.4% of 300,000 active; AID 2094; in the data active = activity change below about -75%, passing the limit was not always enough; inconclusive = no clear call, values can overlap the other calls;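 also: luminescence divided by OD600 gain over 9 h not by final OD600 alone; inactives centre near 13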
IEC-6 tox: IEC-6 cytotoxicity, counter-screen for KLF5 inhibitors; luminescence viability; inhibition, % at 5 µM; 0.78% of 290,000 active; in the data active = inhibition above about 22%;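 also: 0% = plate median of test compound wells and 100% = cytotoxic reference compound wells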
HSP90 refold inh: inhibitors of HSP90 luciferase refolding in rabbit reticulocyte lysate; AID 1789; 0.91% of 290,000 active; luciferase refolding luminescence, 3 h; inhibition, % at 5.6 µM;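 active = inhibition above the screen-wide mean plus 3 SD, computed separately per campaign, cut at about 16% in these data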;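 also: 0% = DMSO wells and 100% = 60 µM geldanamycin wells; inhibitors lower the luminescence because luciferase stays unfolded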
HSF1 inhib: HSF1 inhibition; NIH3T3-HGL HSE-luciferase, MG132-induced, luminescence 8 h; stronger effect = lower value; activity change, negative = inhibition, % at 7.5 µM (by protocol); 0.77% of 300,000 active;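 active = more than half of replicate wells show activity change below -50%, luminescence cut by over half; inconclusive = some wells, but at most half, below -50%; inactive = no replicate well below -50%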;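 also: luciferase reports HSF-1 transcriptional activity via heat shock element; 0% = median of DMSO wells and -100% = zero luminescence signal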
HIF act: HIF pathway transcriptional activation; U2OS HRE-luciferase reporter, luminescence; normalized: DMSO 0%, desferrioxamine 100%; activation, % at 7.5 µM (by protocol); 0.32% of 300,000 active; AID 1910;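 active = mean activation of at least 10% of the iron chelator positive control signal, with at least half of replicates also reaching 10%; inconclusive = mean and replicate majority disagree about reaching 10%; inactive = mean and most replicates under 10%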
aSyn 5UTR inh: 5' untranslated region of α-synuclein, MLPCN primary screen | alpha-synuclein 5'UTR reporter, inhibitor activity | 0.82% of 300,000 active | inhibition, % (tested at 7.5 µM); in the data active = inhibition above about 60%; inconclusive = no clear call, values can overlap the other calls;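 also: H4 neuroglioblastoma cells stably carrying SNCA 5'UTR luciferase fusion; 0% = DMSO wells and 100% = positive control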
SKKanGAS inh: blocks kanamycin growth of S. pyogenes SKKanGAS strain; BacTiter-Glo, 6 h; inhibition, % at 7.5 µM; 1.3% of 300,000 active; AID 1662;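 active = mean replicate score, as percent of positive control median, at least 50; inconclusive = mean below 50 but one replicate at or above 50; inactive = mean and every replicate below 50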;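 also: strain carries kanamycin resistance gene driven by streptokinase promoter and grows in 40 µg/ml kanamycin; loss of luminescence reflects streptokinase promoter inhibition or plain growth inhibition; 0% = median of DMSO wells and 100% = positive control at its reference dose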
HSF-1 act: increases HSF-1 driven luciferase reporter signal | NIH3T3-HGL HSF-1 luciferase reporter, MG132, 8 h; 100% = twice DMSO control signal | AID 504408 | 1.7% of 300,000 active | activation, % at 9 µM;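 active = mean replicate activation of at least 50% with a set share of replicates each reaching 50%; inconclusive = only one of those two conditions met; inactive = mean below 50% and too few replicates reaching it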;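 also: 0% = median of the neutral control wells and 100% = twice that signal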
The depositor's hits bear a star; ? = inconclusive; . = not tested or not shown.

Compound | AI-2 QS modul | HSF-1 act | aSyn 5UTR inh | SKKanGAS inh | HIF act | HSF1 inhib | IEC-6 tox | KLF5 inh | HSP90 refold inh | Platelet DG rel
CCc1noc(C)c1C(=O)N1CCN(S(=O)(=O)c2ccc(Br)cc2Cl)CC1 | -2 | 12 | 7 | -3 | -35 | 0 | . | . | . | -1
C=C(C)c1cccc(C(C)(C)NC(=O)Nc2cccnc2)c1 | 13 | 37 | -6 | -3 | 0.2 | 8 | 0 | -25 | 1 | 4
COc1ccc(CCn2c(=N)c(C(=O)NCc3ccco3)cc3c(=O)n4ccccc4nc32)cc1 | 18 | 19 | -73 | -14 | 0.2 | 8 | -1 | -18 | 2 | -7
Cc1ccc(NC(=O)CSc2nnc(N)s2)c([N+](=O)[O-])c1 | 38 | 7 | -2 | 5 | 0.2 | -2 | 5 | -11 | 3 | 4
Cc1cc(C)c[n+](CC(=O)c2cc3ccccc3oc2=O)c1 | 1 | -1 | 10 | 2 | -0.2 | 0 | 2 | -14 | 0 | -5
COc1ccc(-c2nnc3ccc(SCC(=O)Nc4nc5ccccc5s4)nn23)cc1OC | 4 | 16 | -12 | 2 | 0.2 | -2 | 2 | -7 | 3 | 14
CC(=O)Oc1cccc(N2C(=O)c3ccc(C(=O)Nc4cccnc4)cc3C2=O)c1 | 14 | -4 | 7 | 1 | -0.3 | 1 | -3 | -8 | 0 | -2
O=C(NCCc1ccc(Cl)cc1)c1ccc2ccccc2n1 | 21 | 19 | -37 | 10 | 0.4 | 10 | 1 | -34 | -1 | 4
Cc1cccc(N2CCN(C(=O)CCN3C(=O)C4C5C=CC(C5)C4C3=O)CC2C)c1 (stereo not given) | 7 | 3 | 6 | -3 | -0.4 | -6 | -3 | -4 | -1 | 5
O=C(OCCc1ccccc1)c1cc(O)c(O)c(O)c1 | 30 | 17 | -105 | 0 | 5.7 | 32 | . | . | . | -1
COc1cccc(NC(=O)c2ccccc2C(F)(F)F)c1 | 6 | 7 | -2 | -1 | -0.8 | 0 | 5 | -8 | 1 | 0
Cc1ccc(Cl)cc1N1C(=O)CC(Sc2ncccn2)C1=O (stereo not given) | 20 | -1 | -8 | 2 | -0.1 | -5 | -2 | -20 | -5 | 5
O=C(O)C1CC=CCC1C(=O)NCc1ccc2c(c1)OCO2 (stereo not given) | 39 | 4 | 9 | 5 | -0.4 | -4 | 0 | -6 | 3 | -1
COc1ccc(CNC(=O)C2CC(c3ccc(C(F)(F)F)cc3)=NO2)cc1 (stereo not given) | 6 | 0 | -11 | -8 | 0.1 | 1 | . | . | . | 6
O=C(NCCc1c[nH]c2ccccc12)c1cccc(Br)c1 | -39 | 8 | -17 | 0 | 0.1 | 2 | -2 | -58 | 5 | 12
COCCCNC(=O)C(C)N1c2cccc3cccc(c23)S1(=O)=O (stereo not given) | 3 | 22 | 18 | 2 | 1.1 | 8 | -2 | -37 | 4 | -2
Cc1ccc(CN2CCC(c3cc(-c4cccs4)n[nH]3)CC2)cc1 | 28 | 11 | 16 | 4 | -0.4 | 5 | 0 | -15 | 4 | -2
CCN(CC(O)COCc1ccc(Cl)cc1)C1CCCCC1 (stereo not given) | 5 | 1 | -18 | -4 | -0.1 | -2 | -7 | -13 | -2 | 2
C=CCNCCCOc1ccc(Cl)cc1Br | 33 | . | 18 | -2 | . | . | 4 | -13 | 3 | -3
CC1CCCC(C(=O)O)N1C(=O)CCSSCCC(=O)N1C(C)CCCC1C(=O)O (stereo not given) | 9 | -7 | -16 | -3 | -0.2 | 3 | 1 | -74 | 1 | -3
COc1ccc(-c2csc(NC(=O)c3ccccc3Br)c2C(=O)O)cc1 | 66 | -1 | -5 | 27 | 0.3 | 2 | 4 | -1 | -3 | 23
CCOc1ccc(C(=O)NCC2(c3ccccc3)CCOCC2)cc1 | 27 | 5 | 1 | 6 | -0.3 | -9 | 0 | 2 | 1 | 6
O=c1c(-c2ccc(Cl)cc2)coc2c(CN3CCOCC3)c(O)ccc12 | 18 | -6 | -11 | 0 | 1.0 | 10 | -5 | -4 | -4 | 6
COc1cc(Br)cc2cc(C(=O)N3CCCCC3C)c(=O)oc12 (stereo not given) | 41 | 7 | 2 | -7 | 1.1 | -4 | 6 | -25 | 0 | -2
Brc1ccccc1-c1nnc(CSc2nncn2-c2ccccc2)o1 | 28 | 8 | -3 | 6 | -0.6 | 6 | 0 | 1 | 1 | 3
CC1=CC(C)=Nc2ccccc2N1 | 17 | 20 | -9 | 6 | 2.4 | -11 | 0 | -49 | 3 | 1
O=C(O)c1ccc(CS(=O)(=O)Cc2ccccc2F)o1 | 28 | . | 13 | -2 | . | . | -3 | -22 | -1 | 0
Cc1nc(C(=O)Nc2cccc(Cl)c2Cl)nn1-c1cc(OC(C)C)c(Cl)cc1Cl | 10 | -6 | 6 | -8 | -0.2 | -7 | -5 | -3 | 2 | 1
Cc1c2cnn(-c3ccccc3)c(=O)c2c(C)n1CCCC(=O)N1CCN(C)CC1 | 33 | -1 | -17 | 3 | 0.1 | -4 | -6 | -24 | 0 | 7
Cc1cc(S(=O)(=O)NCCC2=CCCCC2)ccc1Br | 32 | -17 | 3 | ? | 0.3 | -1 | . | . | . | -6
CCN(CC)c1nc(N)c2c(N)n(-c3ccccc3C)c(=S)c(C#N)c2c1C#N | 4 | 5 | -24 | -9 | -0.6 | -7 | -6 | -11 | 2 | -1
Cc1ccc(NC(=O)C2CCCN2S(=O)(=O)c2ccc(-c3ccc(=O)[nH]n3)s2)c(C)c1 (stereo not given) | 13 | 19 | 43 | 5 | -0.2 | -1 | 4 | 14 | 1 | 5
CC1=C(C(N)=O)C(c2ccccc2)n2nc(-c3cccc(C)c3)nc2N1 (stereo not given) | 27 | 1 | -13 | -5 | 0.5 | 6 | -2 | -41 | -1 | -4
COc1ccc(OCC(=O)N2c3ccc(C)cc3C3CN(C)CCC32)cc1 (stereo not given) | 18 | -1 | -39 | -16 | -0.4 | -1 | 6 | -18 | 2 | 5
COc1ccc(S(=O)(=O)NNC(=O)C2COc3ccccc3O2)cc1[N+](=O)[O-] (stereo not given) | . | -3 | -21 | 5 | 0.0 | 2 | . | . | . | -7
COc1ccc(Cl)cc1NC(=S)NNC(=O)c1cccnc1 | 11 | -1 | 14 | -11 | 0.0 | 1 | -1 | -14 | -4 | -5
Cc1ccc2nc(N(CCCN(C)C)C(=O)c3cc4ccccc4oc3=O)sc2c1 | 10 | -35 | -22 | 1 | -8.8 | -25 | 0 | -16 | 3 | 17
N#C/C(=C/c1ccc(O)c([N+](=O)[O-])c1)C(=O)Nc1ccccc1 | 56 | 8 | -43 | 3 | 0.9 | 7 | 2 | -27 | 1 | 3
COc1ccc(C2N(S(=O)(=O)c3ccccc3)CCN2S(=O)(=O)c2ccc(C)cc2)cc1 (stereo not given) | 14 | 19 | 20 | -5 | -0.4 | 0 | 3 | -20 | 4 | 8
O=C(CSCc1ccc(Cl)cc1)Nc1ccccc1O | -60 | 31 | -15 | -19 | 0.0 | 23 | -4 | -13 | 2 | -5
O=C1Nc2ccccc2N(O)N1c1cc(-c2ccc(Cl)cc2)[nH]n1 | 10 | 16 | 1 | 5 | -0.3 | -6 | -3 | -9 | 1 | -4
COc1ccc(C)cc1NC(=O)C(=O)NCc1ccncc1 | 4 | -24 | -1 | -4 | 0.2 | -5 | 2 | -6 | -3 | 7
COc1ccc2c(c1)O[C@@]1(CCCC[C@@H]1C)CC2=O | 25 | -10 | 14 | -6 | -0.3 | 0 | . | . | . | -1
Cc1cccc(N2C(=O)CN(Cc3sccc3C)C2=S)c1 | 4 | 0 | 7 | -6 | 0.0 | -2 | -1 | -19 | -2 | 3
Cc1ccc(NC(=O)CCOc2ccccc2)c(C)c1 | 16 | -16 | -23 | -3 | -0.3 | -1 | 2 | -21 | -3 | 4
Cc1onc(-c2ccccc2)c1C(=O)N1CCCSC1=Nc1ccccc1 | 1 | 4 | 8 | -5 | -0.3 | 3 | 1 | -21 | 1 | 5
CCN(CC)c1ccc(C=C(c2nnnn2-c2ccc(C)cc2)c2nnnn2-c2ccc(C)cc2)cc1 | 25 | 32 | 31 | -3 | -0.7 | 0 | 13 | -18 | 3 | -1
CS(=O)(=O)c1nc2ccccc2n1Cc1ccccc1 | 14 | 9 | -14 | -4 | 0.0 | 7 | 2 | -3 | 0 | -6
COc1nc(NC(C)C)nc(N(C#N)CN2C(=O)c3ccccc3S2(=O)=O)n1 | -6 | 10 | -1 | -4 | -0.3 | 8 | -6 | -18 | 1 | -12
O=C(N1CCC(O)(c2cccnc2)CC1)C12CC3CC(CC(C3)C1)C2 | 19 | 0 | 4 | 2 | -21 | -7 | -2 | -18 | 3 | -4
O=C(CCN(CCO)Cc1ccccc1)Nc1ccc(Br)cc1 | 9 | -4 | -26 | 0 | 0.9 | -1 | -2 | -2 | 0 | 0
O=C(CN1CCOCC1)N/N=C/c1ccc(C(=O)O)cc1 | 13 | -6 | -36 | 4 | -0.2 | -1 | 2 | -6 | -2 | 13
O=C(Cn1cnc([N+](=O)[O-])n1)NCc1ccccc1 | 25 | 3 | 9 | 5 | -0.7 | -4 | -7 | 7 | 3 | -7
Cc1ccc(C(=O)/C=C/Nc2ccc(S(=O)(=O)Nc3onc(C)c3C)cc2)cc1 | 10 | 2 | -19 | 22 | 0.2 | 0 | -3 | -10 | 1 | -4
Cc1ccc(C)c(C(=O)COC(=O)C2CCN(c3ccc(C(F)(F)F)cn3)CC2)c1 | 1 | 16 | 2 | 7 | -0.5 | -1 | . | . | . | 3
Cn1c(=O)[nH]c(=O)c2c1nc(NC1CCCCC1)n2Cc1ccccc1 | -3 | 1 | 9 | -1 | -0.1 | 1 | -1 | -22 | 3 | -16
COCn1c(COc2ccccc2)nc2ccccc21 | 5 | 24 | -66 | 5 | 1.3 | 13 | 5 | -27 | 1 | 2
O=c1[nH]n(CCO)c(=O)c2cccnc12 | 32 | -1 | -12 | 0 | -0.2 | -3 | -6 | 13 | 0 | 0
COC(=O)c1nn(C23CC4CC(CC(C4)C2)C3)c2c1C(=O)N(c1ccc(Br)cc1)C2=O | 29 | -12 | -12 | -1 | 0.1 | -4 | -4 | 9 | 1 | 0
COc1ccccc1CNC(=O)COC(=O)CNS(=O)(=O)c1ccc(C)cc1 | 16 | -3 | 15 | -6 | -0.8 | -3 | -4 | -44 | 0 | 21
Cc1cccnc1NC(=O)CSc1nnc(COc2ccc(C(C)C)cc2)n1C | -16 | -12 | 15 | -12 | 1.0 | -8 | 5 | 10 | -1 | -53
COC(=O)c1coc(-c2ccc(OC)cc2)c1C(=O)OC | 15 | 25 | -61 | 13 | 1.6 | 8 | 1 | -32 | 0 | -1
